# TrxR1 substrate – is turned over as a substrate by rat TrxR1; AID 588456; purified TrxR1 substrate turnover, NADPH consumption readout; 390,000 compounds, 0.01% hits; Potency, µM (titrated, usually from 114 µM), for the others: at the highest dose activity change, negative = substrate turnover; O89049; also: % is scaled to controls: 0 for no effect and ±100 for the full control effect; nearly all actives have a fitted effect of over 50% in size
#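 Rat TrxR1, dispensed at 90 nM, was prereduced with 400 uM NADPH (final) for 5 min at ~22 deg C, then incubated with compound 15 min before 400 uM selenite. A first-read NADPH fluorescence drop versus no-compound background flagged substrates.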
# Vif-APOBEC3F blk – blocks the Vif interaction with APOBEC3F | 390,000 compounds, 0.2% hits | HeLa A3F-eYFP + Vif (tagged APOBEC3F with the HIV-1 protein that degrades it), YFP fluorescence increase | Potency, µM (doses to about 46.1 µM), for inactives: at the highest dose activity, negative = active | AID 602313; also: % of control where 0% means no effect; nearly all actives have a fitted effect of over 65% in size
#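 HeLa cells stably expressing A3F-eYFP plus Vif, plated and incubated overnight at 37 deg C, then exposed to compounds overnight at 37 deg C. Blocked degradation read as raised yellow fluorescence (Ex 488/Em 500-530).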
# USP1 inh – inhibitors of human USP1/UAF1 deubiquitinase; O94782; recombinant USP1/UAF1, Ub-Rhodamine cleavage fluorescence; Potency, µM (titrated, usually from 57.1 µM), for the others: top-dose activity change, negative = inhibition, actives largely listed as inhibitors; 390,000 compounds, 0.23% hits; also: % is scaled to controls: 0 for no effect and ±100 for the full control effect; nearly all actives have a fitted effect of over 60% in size; inactives centre near -12
#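 High-throughput fluorogenic screen: 1nM USP1/UAF1 complex, Ub-Rho substrate 150nM final, 50mM HEPES pH 7.8 with 0.5mM EDTA, 0.1 mg/ml BSA, 1mM TCEP and 0.01% Tween-20.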
# mIDH1 inhibitor – human IDH1 R132H inhibition | IDH1-R132H enzyme, NADPH consumption, diaphorase/resazurin fluorescence | Potency, µM (series often up to 76.6 µM), without a hit: at the top dose activity change, negative = inhibition, usual class: inhibitors | 390,000 compounds, 0.093% hits | AID 602179; also: % is scaled to controls: 0 for no effect and ±100 for the full control effect; nearly all actives have a fitted effect of over 65% in size
# Target sequence (O75874 whole entry R132H, stated change not applied): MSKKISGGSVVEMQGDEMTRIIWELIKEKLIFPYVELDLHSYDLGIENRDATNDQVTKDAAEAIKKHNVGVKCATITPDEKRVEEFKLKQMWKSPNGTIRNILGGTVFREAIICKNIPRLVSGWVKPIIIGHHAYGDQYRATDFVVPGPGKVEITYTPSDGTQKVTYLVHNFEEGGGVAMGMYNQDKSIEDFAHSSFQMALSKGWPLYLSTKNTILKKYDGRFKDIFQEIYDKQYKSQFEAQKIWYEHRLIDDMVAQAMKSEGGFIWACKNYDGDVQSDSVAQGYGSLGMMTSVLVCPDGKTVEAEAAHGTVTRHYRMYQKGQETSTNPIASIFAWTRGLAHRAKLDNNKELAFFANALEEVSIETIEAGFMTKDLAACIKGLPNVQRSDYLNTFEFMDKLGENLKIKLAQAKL
#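 IDH1-R132H (0.5 ug/mL) preincubated 30 min with compound, then NADPH (0.016 mM) and alpha-KG (2 mM) added; 80 min at RT, pH 7.5. Remaining NADPH coupled via diaphorase/resazurin to fluorescence (540/590 nm); concentration-response curves normalized to no-enzyme control.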
# Vif-APOBEC3G blk – inhibitors of Vif-APOBEC3G interaction; HeLa A3G-eYFP + Vif (tagged APOBEC3G with the HIV-1 protein that degrades it), YFP fluorescence, overnight; Q9HC16; Potency, µM (series often up to 46.1 µM), for inactives: top-dose activity, negative = active, hits mostly inhibitors; 410,000 compounds, 0.076% hits;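 also: % is scaled to controls: 0 for no effect and ±100 for the full control effect; nearly all actives have a fitted effect of over 60% in size; hits raise eYFP signal because A3G escapes Vif-driven loss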
# Target sequence (Q9HC16 whole entry, looked up): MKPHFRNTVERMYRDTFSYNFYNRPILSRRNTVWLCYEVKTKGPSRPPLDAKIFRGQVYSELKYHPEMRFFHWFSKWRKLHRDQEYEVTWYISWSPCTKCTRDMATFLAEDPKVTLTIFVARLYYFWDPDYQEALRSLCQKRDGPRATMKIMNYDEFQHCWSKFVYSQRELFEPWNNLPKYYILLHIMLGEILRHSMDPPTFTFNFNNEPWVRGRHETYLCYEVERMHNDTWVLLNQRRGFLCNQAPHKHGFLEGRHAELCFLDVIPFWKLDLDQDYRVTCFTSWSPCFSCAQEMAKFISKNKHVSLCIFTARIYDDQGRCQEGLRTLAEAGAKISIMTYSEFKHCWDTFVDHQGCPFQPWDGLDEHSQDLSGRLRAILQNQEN
#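 Read-out is eYFP fluorescence (Ex 488/Em 500-530) from Vif-expressing HeLa A3G-eYFP cells; more signal means A3G escaped Vif-mediated degradation. Cells plated overnight, compound pinned in, incubated overnight at 37 deg C.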
# TrxR1 inh – rat TrxR1 inhibition | AID 588453 | recombinant rTrxR1, NADPH fluorescence consumption, selenite substrate | Potency, µM (doses to about 114 µM), without a hit: top-dose activity change, negative = inhibition, usual class: inhibitors | O89049 | 390,000 compounds, 1% hits; also: % is scaled to controls: 0 for no effect and ±100 for the full control effect; nearly all actives have a fitted effect of over 65% in size
#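 Rat TrxR1 (90 nM in the dispensed reagent) was pre-reduced with 400 uM NADPH for 5 min at room temperature, then incubated with compound for 15 min. After 400 uM selenite was added, NADPH fluorescence (Ex 340/Em 450 nm) was followed for 8 min.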
# 12-LOX inh – ALOX12 (human) lipoxygenase inhibition; P18054; Potency, µM (top dose mostly 108 µM), inactives show at the top dose activity change, negative = inhibition, most hits filed as inhibitors; purified 12hLO, xylenol orange hydroperoxide absorbance; 580,000 compounds, 1.1% hits; also: % is scaled to controls: 0 for no effect and ±100 for the full control effect
#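 Purified human 12hLO (150 nM final) in 25 mM Hepes, 0.01% Triton X-100, pH 7.0 was preincubated 15 min at room temperature with compound. Then 40 uM arachidonic acid was added, 30 min. Hydroperoxide was read by Fe-XO absorbance ratio 573/405 nm.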
# RXFP1 ag – agonists of human relaxin receptor RXFP1; HEK293T-RXFP1 cAMP TR-FRET, 30 min; response scale: percent of porcine relaxin response, buffer zero; Potency, µM (highest dose often 57.5 µM), for the others: top-dose activation, actives largely listed as activators; 370,000 compounds, 0.3% hits; AID 2676; also: % is scaled to controls: 0 for no effect and ±100 for the full control effect; nearly all actives have a fitted effect of over 60% in size; many of its hits are not listed in these tables
#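 Agonist response is measured as cAMP accumulation in an RXFP1-transfected HEK293T line under PDE4 inhibition. Values are scaled between buffer-only and 29 nM porcine relaxin, and EC50s come from standard Hill equation fits.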
# RGS4 inh – human RGS4 inhibition; P49798; Transcreener GDP fluorescence polarization, RGS4-accelerated GTP hydrolysis; Potency, µM (series often up to 114 µM), inactives show top-dose activity change, negative = inhibition, hits mostly inhibitors; 390,000 compounds, 0.039% hits; AID 504845; also: % is scaled to controls: 0 for no effect and ±100 for the full control effect; nearly all actives have a fitted effect of over 75% in size; some results filed as inactive show a strong effect at the top dose
# Target sequence (P49798 whole entry, looked up): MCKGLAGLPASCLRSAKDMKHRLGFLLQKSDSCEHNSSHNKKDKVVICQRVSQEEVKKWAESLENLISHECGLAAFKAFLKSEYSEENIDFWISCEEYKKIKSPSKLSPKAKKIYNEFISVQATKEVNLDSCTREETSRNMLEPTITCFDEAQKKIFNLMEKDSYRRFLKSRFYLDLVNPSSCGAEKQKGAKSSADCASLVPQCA
#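 MLSMR compounds (23 nl, pin-transferred) preincubated 10 min at room temperature with a 500nM (2x) first reagent, then RGS4 at 900nM (2x) plus Transcreener GDP mix added; fluorescence polarization (620/688 nm) read before and after 90 min at 30 °C.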
# * marks the source's active call; other numbers are inactive results; ? = inconclusive; · = not tested or not shown; [ ] = another dose, or the depositor's remark. Calls follow the shape of the dose curve; as a rule, active = well fitted curve in the direction sought with a large enough effect; inconclusive = small, poorly fitted or top-dose-only effect, or another doubt; inactive = no such curve, though single readings can be large; an effect the other way counts as inactive or inconclusive. Potency is read from the fitted curve at half-maximal effect. A portion of the library. The share of hits here may be higher or lower than overall.
No. | Molecule | Vif-APOBEC3F blk | USP1 inh | TrxR1 substrate | 12-LOX inh | TrxR1 inh
1 | CCN(CC)CCN1C(=O)C(=O)/C(=C(/O)c2ccc(OC)cc2)C1c1ccco1 (stereo not given) | -20% | -4% | 12%[11.4 µM] | ? | 19%[11.4 µM]
2 | CCOCCCNC(=O)C(NC(=O)Cc1c[nH]c2ccccc12)c1ccccc1 (stereo not given) | -1% | -10% | 4%[57.1 µM] | -15% | 35%[57.1 µM]
3 | Cc1ccc(CNC(=O)[C@@H](NC(=O)C2CCN(C(=O)[C@@H](N)CC(C)C)CC2)C(C)C)cc1 | -2% | 6% | 1% | -13% | 5%
4 | COc1ccc(NC(=O)C2(c3ccccc3)CCCC2)cc1 | -3% | -12% | -1%[57.1 µM] | 2% | 20%[57.1 µM]
5 | O=C(CN1C(=O)COc2ccccc21)NCCCN1CCN(Cc2ccccc2)CC1 | -5% | 10% | -3% | -7% | -12%
6 | Cc1ccc(S(=O)(=O)N[C@H](C(=O)NC2CCC(C)CC2)C(C)C)cc1 (stereo not given in full) | 2% | -11% | -4% | -9% | 26%
7 | CN(CC(=O)Nc1ccc(F)c(F)c1F)C(=O)c1ccc(-n2cncn2)c([N+](=O)[O-])c1 | -5% | -23% | -5% | -25% | -3%
8 | Brc1ccc(-c2nc(-c3ccncc3)no2)cc1 | -10% | -19% | 12% | -6% | 40%

No. | RGS4 inh | Vif-APOBEC3G blk | mIDH1 inhibitor | RXFP1 ag
1 | -8% | 2% | 1% | 2.4%
2 | -17% | -2% | 1% | 1.9%
3 | -2% | 1% | -2% | 0.1%
4 | -25% | -2% | 7% | 0.8%
5 | 7% | 2% | 0% | -0.7%
6 | -4% | 0% | -5% | ·
7 | -3% | 1% | 0% | -0.9%
8 | -32% | 1% | 0% | 6.6%

# Further results
No. | Molecule | Vif-APOBEC3F blk | USP1 inh | TrxR1 substrate | 12-LOX inh | TrxR1 inh
9 | CCC(=O)Nc1nc(C)c(C(=O)N2CCCCC2)s1 | -2% | -25% | 11% | 1% | 16%
10 | O=C(NC1CCCC1)C(c1ccncc1)N(C(=O)c1csnn1)c1ccccc1 (stereo not given) | 4% | -25% | 3%[57.1 µM] | -9% | 11%
11 | CCn1cc(C(=O)OCC(=O)OC2CC(C)CCC2C(C)C)c(=O)c2ccc(C)nc21 (stereo not given) | -3% | -26% | -9% | -16% | 4%
12 | O=C(CN1CCN(c2ccc(Cl)cc2)CC1)NCc1ccccc1 | 6% | -14% | -9% | 3% | -9%
13 | CCCCCn1c(-c2ccco2)nc2nc3ccccc3nc21 | -7% | -16% | 595%[activator] | 35µM* | -28%
14 | O=C(NCc1ccccc1)c1ccc2nc(-c3ccco3)c(-c3ccco3)nc2c1 | -7% | ? | -5% | ? | ?
15 | O=C(NNC(=O)c1ccccc1F)c1ccc(S(=O)(=O)N2CCCC2)cc1 | 1% | -20% | 6%[57.1 µM] | 10% | 6%[57.1 µM]
16 | CCOC(=O)c1ccc(NC(=O)c2cn(-c3ccccc3)nc2-c2ccc(C)cc2)cc1 | 0% | ? | 0% | -25% | 23%

No. | RGS4 inh | Vif-APOBEC3G blk | mIDH1 inhibitor | RXFP1 ag
9 | -6% | 0% | 7% | 2.1%
10 | 21% | 0% | -2% | 1.9%
11 | -4% | -11% | 1% | 0.1%
12 | 8% | 2% | -6% | 0.3%
13 | 4% | -6% | 9% | 0.7%
14 | ? | 4% | -1% | 3.0%
15 | 14% | 4% | 16% | ·
16 | 1% | -2% | 15% | -1.7%

# Full records as entered above:
# `O=C(NCc1ccccc1)c1ccc2nc(-c3ccco3)c(-c3ccco3)nc2c1` is entered as Vif-APOBEC3F blk = -7%; USP1 inh = ?; TrxR1 substrate = -5%; 12-LOX inh = ?; TrxR1 inh = ?; RGS4 inh = ?; Vif-APOBEC3G blk = 4%; mIDH1 inhibitor = -1%; RXFP1 ag = 3.0%
# `O=C(NNC(=O)c1ccccc1F)c1ccc(S(=O)(=O)N2CCCC2)cc1` is entered as Vif-APOBEC3F blk = 1%; USP1 inh = -20%; TrxR1 substrate = 6%[57.1 µM]; 12-LOX inh = 10%; TrxR1 inh = 6%[57.1 µM]; RGS4 inh = 14%; Vif-APOBEC3G blk = 4%; mIDH1 inhibitor = 16%; RXFP1 ag = ·

# Continuation:
No. | Molecule | Vif-APOBEC3F blk | USP1 inh | TrxR1 substrate | 12-LOX inh | TrxR1 inh
17 | COc1ccc(-c2nc(CSc3nncn4c3cc3occc34)c(C)o2)cc1 | -4% | ? | -3% | ? | ?
18 | COc1ccc(N2CCN(C(=O)CSc3nc4ccccc4nc3Cc3ccc(Cl)cc3)CC2)cc1 | -2% | ? | -1%[57.1 µM] | -27% | 25%[57.1 µM]
19 | COc1ccc(OCC(O)Cn2c(N3CCCCC3)nc3c2c(=O)[nH]c(=O)n3C)cc1 (stereo not given) | 6% | -14% | -3% | 2% | 16%[2.29 µM]
20 | Cc1ccc(S(=O)(=O)N2CCCCC2)cc1NC(=O)CSc1ncn[nH]1 | -8% | 2% | 3% | 21% | 17%
21 | CN1c2ccccc2C2(C)CCCC3=Cc4cc([N+](=O)[O-])cc([N+](=O)[O-])c4OC312 (stereo not given) | -13% | -17% | -8% | -10% | -8%
22 | Cc1ccccc1CCNC(=O)c1ccc2c(c1)nc1n2CCOC1 | 3% | -7% | 5%[57.1 µM] | 0% | 19%[57.1 µM]
23 | O=C(NC1CCCCC1)C(c1cccnc1)N(C(=O)CCl)c1ccc(F)cc1 (stereo not given) | 4% | -14% | 13% | ? | 14µM*
24 | COc1ccccc1Nc1ncc2c(n1)CCN(CC(C)C)C2 | · | -8% | -3%[57.1 µM] | -27% | 4%[57.1 µM]

No. | RGS4 inh | Vif-APOBEC3G blk | mIDH1 inhibitor | RXFP1 ag
17 | -5% | -20% | 0% | 12%
18 | 4% | 7% | -3% | 0.1%
19 | 11% | 3% | -1% | 2.7%
20 | -12% | · | 0% | 4.7%
21 | -15% | 2% | 3% | -0.4%
22 | -8% | -3% | -1% | 5.1%
23 | 4% | -28% | -1% | 2.4%
24 | -14% | · | · | -1.1%

# Some of these compounds in order of count of non-hydrogen atoms, ascending:
No. | Molecule | Vif-APOBEC3F blk | USP1 inh | TrxR1 substrate | 12-LOX inh | TrxR1 inh
24 | COc1ccccc1Nc1ncc2c(n1)CCN(CC(C)C)C2 | · | -8% | -3%[57.1 µM] | -27% | 4%[57.1 µM]
20 | Cc1ccc(S(=O)(=O)N2CCCCC2)cc1NC(=O)CSc1ncn[nH]1 | -8% | 2% | 3% | 21% | 17%
19 | COc1ccc(OCC(O)Cn2c(N3CCCCC3)nc3c2c(=O)[nH]c(=O)n3C)cc1 (stereo not given) | 6% | -14% | -3% | 2% | 16%[2.29 µM]

No. | RGS4 inh | Vif-APOBEC3G blk | mIDH1 inhibitor | RXFP1 ag
24 | -14% | · | · | -1.1%
20 | -12% | · | 0% | 4.7%
19 | 11% | 3% | -1% | 2.7%

# Additional results follow:
No. | Molecule | Vif-APOBEC3F blk | USP1 inh | TrxR1 substrate | 12-LOX inh | TrxR1 inh
25 | COc1cc(C(=O)OCc2cccc(OC)c2OC)ccc1OCC(=O)N1CCOCC1 | 7% | -11% | 3% | -3% | 15%
26 | CCOc1ccc(-n2ccc(=O)c(C(=O)Nc3ccc(S(=O)(=O)Nc4nccs4)cc3)n2)cc1 | 2% | -15% | -2% | -8% | 3%
27 | Cc1ccc(C(=O)NCc2ccco2)cc1S(=O)(=O)N1CCCCC1 | -4% | -2% | 4% | ? | ?
28 | COc1ccc(-n2c(=O)c3c4c(sc3n(Cc3ccccc3)c2=O)CN(C(C)=O)CC4)cc1OC | -3% | -7% | -1% | -23% | 8%
29 | CCOC(=O)c1c(Nc2ccccc2OCCOC)n[nH]c1C | 4% | -19% | -4% | 0% | 3%
30 | COc1ccccc1NC(=O)/C=C\C(=O)O | -5% | 0% | -7% | -11% | -11%
31 | CCCn1nc(C(=O)OCC(=O)c2ccc3c(c2)NC(=O)CO3)c2ccccc2c1=O | -4% | -14% | 0% | 59%[activator] | 9%
32 | CSc1nc(C)c(Oc2ccccc2)c(=O)n1C | -5% | -12% | -6% | 39%[activator] | 7%
33 | COc1ccc(NC(=O)Cn2nnc(-c3nc(-c4ccncc4)no3)c2N)cc1OC | · | -14% | 11% | 1% | 38%[activator]
34 | CC(C)OC(=O)c1cc2ccccc2[nH]1 | -9% | -18% | 21% | 0% | 12%

No. | RGS4 inh | Vif-APOBEC3G blk | mIDH1 inhibitor | RXFP1 ag
25 | -11% | -1% | -2% | 2.6%
26 | ? | -1% | ? | 3.6%
27 | -25% | 2% | 0% | 0.6%
28 | -11% | -28% | -11% | 0.7%
29 | 8% | -2% | 0% | 2.4%
30 | 25%[11.4 µM] | 2% | -2% | -1.2%
31 | ? | 1% | -2% | 3.5%
32 | 4% | -6% | 9% | 1.3%
33 | ? | · | · | 0.3%
34 | -9% | -2% | 2% | 0.7%

# Source: PubChem BioAssay (National Center for Advancing Translational Sciences (NCATS))
